BRCA1 expr act – activators of BRCA1 expression. 1.1% of 380,000 active. Potency, µM (doses to about 46.1 µM), inactives show at the highest dose activation, most hits filed as activators. MCF7-BRCA1-FFLuc reporter, luminescence, 48 h; response scale: scaled: vehicle 0%, 10 µM genistein 100%. AID 624202; also: potency is read from the fitted curve at half-maximal effect; nearly all actives have a fitted effect of over 80% in size; some results filed as inactive show a strong effect at the top dose
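Quantitative HTS in MCF7 cells stably reporting BRCA1 expression via firefly luciferase. Compound treatment lasts 48 h at 37 °C in phenol-red free MEM. Activation is expressed relative to genistein at 10 microM and DMSO.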
ELG1 genotoxic – induces genotoxicity in HEK293T cells with luciferase-tagged ELG1; HEK293T ELG1-luciferase reporter, luminescence, 16 h; Potency, µM (titrated, usually from 46 µM), without a hit: top-dose activity change, positive = activation, actives largely listed as activators; 1.3% of 330,000 active; also: potency is read from the fitted curve at half-maximal effect; % of control where 0% means no effect; nearly all actives have a fitted effect of over 60% in size
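After overnight (16 hr) compound treatment at 37 °C, ELG1-luciferase HEK293T cells were lysed with ONE-Glo; luminescence quantified 30 min later at room temperature.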
ELG1 repair inh – ELG1-dependent DNA repair inhibition | Potency, µM (top dose mostly 46.1 µM), inactives show top-dose activity change, negative = inhibition, most hits filed as inhibitors | 2.3% of 330,000 active | HEK293T ELG1-luciferase reporter, luminescence, 16 h; DNA damage induced by 5-fluorouridine; also: potency is read from the fitted curve at half-maximal effect; % is scaled to controls: 0 for no effect and ±100 for the full control effect; nearly all actives have a fitted effect of over 55% in size
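5-Fluorouridine DNA damage + compound/DMSO, 2,000 cells/well, 16 h, 37 °C/5% CO2. ONE-Glo, 30 min RT, luminescence. Readout = decrease in reporter signal.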
VP16 counter – Gal4-VP16 reporter inhibition counter-screen | Drosophila S2 Gal4-VP16 UAS-luciferase, luminescence, 20 h | Potency, µM (series often up to 53.6 µM), inactives show top-dose activity, negative = inhibition, hits mostly inhibitors | 3.5% of 310,000 active | AID 2546;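 also: Gal4-VP16 expression switched on by copper sulfate through the metallothionein promoter; potency is read from the fitted curve at half-maximal effect; % is scaled to controls: 0 for no effect and ±100 for the full control effect; nearly all actives have a fitted effect of over 50% in size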
NPC1 prom act – activates the NPC1 promoter. AID 485313. Potency, µM (top dose mostly 9.22 µM), for the others: at the highest dose activation, most hits filed as activators. 2.4% of 320,000 active. Huh7 NPC1 promoter luciferase reporter, 24 h;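 also: potency is read from the fitted curve at half-maximal effect; % of control where 0% means no effect; nearly all actives have a fitted effect of over 60% in size; reporter is driven by a mutant NPC1 promoter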
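Huh7 reporter cells (NPC1 promoter driving luciferase) are dosed with compound for 24 h at 37 °C, 5% CO2; luciferase detection reagent is then added and luminescence measured after 10 min at ambient temperature.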
FLuc modulator – firefly luciferase modulation, counter-screen for miR-21 project. purified FLuc, Km substrates, luminescence inhibition. Potency, µM (series often up to 57.5 µM), for the others: at the top dose activity change, negative = inhibition, usual class: inhibitors. 6.9% of 360,000 active. AID 588342;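 also: potency is read from the fitted curve at half-maximal effect; plate controls were vehicle for no effect and reference inhibitor for full effect; nearly all actives have a fitted effect of over 55% in size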
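Purified P. pyralis luciferase, 10 nM final, with Km-level 10 uM D-luciferin and 10 uM ATP in 50 mM Tris acetate pH 7.5, 10 mM Mg acetate, 0.01% Tween-20, 0.05% BSA; 6-point qHTS titration about 60 µM downward; luminescence read.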
p53 reactivator – mutant p53 re-activation in reporter cells; H1299 p53-A138V BP100-luciferase reporter, luminescence, 24 h; Potency, µM (series often up to 92.2 µM), inactives show top-dose activity change, positive = activation, most hits filed as activators; 0.063% of 320,000 active; also: potency is read from the fitted curve at half-maximal effect; % of control where 0% means no effect; nearly all actives have a fitted effect of over 45% in size
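p53-null H1299 cells stably carrying temperature-sensitive p53-A138V and a BP100-luciferase reporter were pinned with compounds (4-point, 1:5 series) and held 24 hrs at 37 deg C. Luminescence was read 10 min after detection reagent.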
TRPV1 agonist – agonists of human vanilloid receptor 1 (TRPV1); 0.19% of 320,000 active; activation, % at 8.33 µM; Q8NER1; TRPV1-expressing cells, Fluo-8 calcium influx, agonist mode; AID 540275; in the data active = activation above about 80%; inconclusive = between about 30% and that limit; also: 0% is about no effect
Target sequence (Q8NER1 whole entry, looked up): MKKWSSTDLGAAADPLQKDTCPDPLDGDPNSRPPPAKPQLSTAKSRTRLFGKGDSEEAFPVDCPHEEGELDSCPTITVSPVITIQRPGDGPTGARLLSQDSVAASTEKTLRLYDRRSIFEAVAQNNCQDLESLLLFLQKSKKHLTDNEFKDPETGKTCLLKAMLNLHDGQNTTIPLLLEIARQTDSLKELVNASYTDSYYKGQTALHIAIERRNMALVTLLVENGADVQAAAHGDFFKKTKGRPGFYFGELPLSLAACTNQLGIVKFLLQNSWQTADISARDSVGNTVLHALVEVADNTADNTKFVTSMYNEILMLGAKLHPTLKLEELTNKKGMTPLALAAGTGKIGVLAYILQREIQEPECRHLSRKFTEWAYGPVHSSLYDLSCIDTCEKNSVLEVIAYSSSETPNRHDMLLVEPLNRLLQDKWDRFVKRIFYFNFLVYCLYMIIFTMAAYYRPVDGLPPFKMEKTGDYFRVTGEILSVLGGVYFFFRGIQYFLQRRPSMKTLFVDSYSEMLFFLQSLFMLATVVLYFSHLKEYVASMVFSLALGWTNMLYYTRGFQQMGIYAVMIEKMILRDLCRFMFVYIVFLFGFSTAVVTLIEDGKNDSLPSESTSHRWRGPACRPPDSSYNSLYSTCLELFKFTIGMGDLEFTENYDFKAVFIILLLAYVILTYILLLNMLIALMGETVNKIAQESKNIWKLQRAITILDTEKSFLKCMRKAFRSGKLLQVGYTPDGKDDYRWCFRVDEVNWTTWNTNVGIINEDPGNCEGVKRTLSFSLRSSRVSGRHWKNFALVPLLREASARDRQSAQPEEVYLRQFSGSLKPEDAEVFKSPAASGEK
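Fluo-8 calcium influx in TRPV1-expressing cells, kinetic read (ex 480/em 520 nm). Compound added and read 3 min for agonist activity, followed by capsaicin at EC20 final and 2 min further read for enhancement.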
Rab9 promoter act – Rab9 promoter activation; Huh7 Rab9 promoter-luciferase reporter, luminescence, 24 h; Potency, µM (series often up to 9.22 µM), without a hit: at the highest dose activation, negative = inhibition, actives largely listed as activators; 2.8% of 320,000 active; also: potency is read from the fitted curve at half-maximal effect; % of control where 0% means no effect; nearly all actives have a fitted effect of over 60% in size
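Cell-based reporter: Huh7 stable for Rab9 promoter-driven luciferase, plated in reduced-serum medium with 10% FBS at 1500 cells/well, compound-treated 24 h at 37 °C, luminescence read after 10 min reagent.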
Tb PFK inh – T. brucei PFK enzyme inhibition | O15648 | T. brucei PFK, ADP-Glo luminescence | Potency, µM (top dose mostly 57.5 µM), without a hit: top-dose activity, negative = inhibition, actives largely listed as inhibitors | 0.17% of 330,000 active | AID 485367;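 also: potency is read from the fitted curve at half-maximal effect; 0% = uninhibited 1x PFK enzyme wells and -100% = no-enzyme wells; nearly all actives have a fitted effect of over 60% in size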
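PFK 1.25 nM, F6P 0.5 mM, ATP 0.1 mM, 0.1 M TEA pH 8.0, 5 mM MgCl2, 0.01% Tween20, 0.1% BSA; 45 min RT. ADP-Glo readout. qHTS titration up to 57 uM; curves fitted, compounds curve-classed.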
RORgamma inh – blocks mouse ROR gamma transcriptional activity. P51450. Drosophila S2 Gal4-RORgamma UAS-luciferase reporter, 20 h. Potency, µM (series often up to 53.6 µM), for the others: at the highest dose activity change, negative = inhibition, usual class: inhibitors. 5.4% of 310,000 active; also: potency is read from the fitted curve at half-maximal effect; % is scaled to controls: 0 for no effect and ±100 for the full control effect; nearly all actives have a fitted effect of over 60% in size
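A Gal4/UAS one-hybrid system in insect cells: metallothionein-promoter Gal4–ROR gamma fusion plus Photinus luciferase reporter. Copper sulfate 700 uM final, 20 hr ambient incubation, luminescent detection after 10 min with reagent.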
The depositor's hits bear a star; ? = inconclusive; . = no result given; & = joins results of further samples; [ ] = remark or other dose. Unless noted, calls follow the shape of the dose curve; as a rule, active = well fitted curve in the direction sought with a large enough effect; inconclusive = small, poorly fitted or top-dose-only effect, or another doubt; inactive = no such curve, though single readings can be large; an effect the other way counts as inactive or inconclusive.

SMILES	BRCA1 expr act	ELG1 genotoxic	ELG1 repair inh	VP16 counter	NPC1 prom act	FLuc modulator	p53 reactivator	TRPV1 agonist	Rab9 promoter act	Tb PFK inh	RORgamma inh
Cc1ccc2[nH]c(=O)c(COC(=O)c3ccccn3)cc2c1	-1%	-7%	0%	0%	3%	12%	-2%	7	-6%	1%	9%[10 µM]
COc1ccc(NC(=O)c2ccco2)cc1S(=O)(=O)N1CCOCC1	-3%	0%	7%	-2%	-4%	0%	-2%	2	1%	0%	11%
CCOC(=O)C1=C(C)NC2=C(C(=O)CC(C)(C)C2)C1c1ccc2c(c1)CCCN2C (configuration not stated)	-8%	13%	11%	3%	-2%	7%	-5%	3	-4%	6%	-15%
COC(=O)c1ccccc1NC(=O)c1cn(-c2ccc(C)c(C)c2)c(=O)c2ccccc12	-47%	-9%	9.2µM*	2%	-3%	3%	-6%	3	-9%	2%	41%
COc1cccc(NC(=O)N2CCCC2C(=O)NC23CC4CC(CC(C4)C2)C3)c1 (configuration not stated)	-13%	4%	?	1%	0%	-1%	-3%	?	-2%	-5%	17%
O=C(O)CCn1cc(-c2ccc(Cl)cc2)nc1-c1ccc(Cl)nc1	-20%	0%	1%	.	-3%	-1%	8%	-4	-2%	0%	.
Cc1cccc(NC(=O)NCc2ccc3c(c2)OCO3)c1C	62%	6%	6%	-14%	3%	-4%	1%	4	12%	-4%	14%
Cc1ccc(NS(=O)(=O)c2cc(C(=O)Nc3cccc(N(C)S(C)(=O)=O)c3)ccc2C)c(C)c1	-71%	-8%	?	-1%	-6%	1%	0%	1	-4%	-2%	?
Cc1ccc(C(=O)Nc2ccc3c(c2)nc2n3CCSC2)cc1	23%	?	?	?	0.71µM*	2.7µM*	14%	-4	0.56µM*	1%	?
O=C(CCn1nnc2ccccc2c1=O)N[C@@H](Cc1ccccc1)C(=O)O	2%	2%	4%	7%	0%	0%	23%	.	-9%	4%	-2%
Cc1ccc2nc(C)cc(Cl)c2c1	13%	-1%	3%	20%	-8%	-10%	16%	-1	-3%	-4%	3%
Cc1ccc(C)c(N2CC(C(=O)Nc3cc(C)on3)CC2=O)c1 (configuration not stated)	2%	0%	25%	4%	1%	2%	1%	1	-1%	-7%	1%

Copied from the list.
Result for O=C(O)CCn1cc(-c2ccc(Cl)cc2)nc1-c1ccc(Cl)nc1 in TRPV1 agonist: -4
Result for COC(=O)c1ccccc1NC(=O)c1cn(-c2ccc(C)c(C)c2)c(=O)c2ccccc12 in ELG1 genotoxic: -9%

More structures:
SMILES	BRCA1 expr act	ELG1 genotoxic	ELG1 repair inh	VP16 counter	NPC1 prom act	FLuc modulator	p53 reactivator	TRPV1 agonist	Rab9 promoter act	Tb PFK inh	RORgamma inh
CCOc1cc(N2CCOCC2)c(OCC)cc1NC1=NCCCCC1	-4%	-4%	-9%	2%	2%	-3%	1%	-1	-3%	-2%	-19%
COc1ccc(N(CC(=O)N2CCc3ccccc3C2)S(=O)(=O)c2c(C)[nH]c(=O)[nH]c2=O)cc1	0%	0%	12%	-3%	-4%	-1%	0%	.	4%	3%	0%
CC(C)C(OC(=O)c1ccco1)C(=O)NCc1cccs1 (configuration not stated)	6%	12%	2%	-11%	2%	-2%	3%	2	-2%	-1%	32%
CCc1ccc(NC(=O)CN(C(=O)N2CCN(CC)CC2)S(=O)(=O)c2ccc(C)cc2)cc1	-11%	-3%	-11%	.	0%	-2%	4%	-8	-2%	-6%	.
Fc1ccc2nc(Nc3ccccc3)sc2c1	?	?	?	-7%	2.8µM*	7.6µM*	?	0	2.2µM*	-1%	-40%
COc1ccccc1CCn1cnc2c3cc(C)ccc3n(C)c2c1=O	8%	-9%	?	3%	1%	-10%	-2%	?	6%	2%	?
N#Cc1c(NC(=O)c2ccccc2)sc2c1CCC2	-6%	2.9µM*	?	1%	?	2.7µM*	22%	-3	0.63µM*	4%	-15%
CC(C)(C)NC(=O)C(c1ccc(Cl)cc1)N(CCO)C(=O)c1snc(C(N)=O)c1N (configuration not stated)	-15%	1%	-6%	1%	-1%	-1%	-6%	?	-3%	1%	-13%
O=C(c1ccco1)N1CCN(Cc2nnnn2CC2CCCO2)CC1 (configuration not stated)	-27%	2%	26%	-24%	-12%	-2%	3%	0	9%	-4%	-11%
O=C(Nc1ccc2oc(-c3cccc(F)c3)nc2c1)c1ccccc1F	?	21µM*	?	-15%	?	-14%	-1%	0	?	-1%	2%
CCOC(=O)Cc1c(C)nc(-c2ccccc2)[nH]c1=O	-9%	1%	7%	-3%	-3%	5%	1%	2	-6%	-5%	17%
COc1ccc(NC(=O)/C=C2\SC(=O)NC2=O)cc1	16%	12%	0%	3%	6%	12µM*	17%	1	-1%	-1%	-1%
COC(=O)c1ccc(/C=N\N2CCN(Cc3ccc(C)cc3)CC2)cc1	-30%	-6%	-5%	-6%	0%	3%	-12%	-3	1%	-2%	3%
COCCN(CC(=O)Nc1cccc(C)c1C)C(=O)c1ccc2ccccc2n1	13%	11%	?	.	-3%	.	?	5	14%	-7%	.
CCN(CC)CCCNC(=O)Cn1ncc2c(=O)oc3ccc(C)cc3c21	-3%	1%	9%	4%	-1%	-1%	-4%	-1	-5%	-5%	-11%
OC(COc1ccccc1)Cn1cc(Br)cn1 (configuration not stated)	58%	1%	11%	2%	2%	-4%	29%	2	10%	-4%	11%
O=C(COC(=O)C1CC1)Nc1ncc(Cl)cc1Cl	-13%	3%	12%	.	-1%	-9%	5%	0	1%	3%	.
Cc1nn(C)c(C)c1NS(=O)(=O)c1ccc(OC(F)(F)F)cc1	-23%	-4%	1%	.	-7%	0%	6%	6	-19%	-4%	.
Cc1cc(C)c(C)c(S(=O)(=O)N2CCN(c3ncnc4ccccc34)CC2)c1C	-40%	-5%	?	.	-19%	1%	-5%	?	-24%	-1%	.
CN(CC(=O)Nc1n[nH]c(=S)s1)S(=O)(=O)c1cccc2cccnc12	-12%	-1%	-3%	-4%	0%	?	7%	2	-2%	-12%	-20%
O=C(CN1C(=O)NC(Cc2ccccc2)C1=O)Nc1ccccc1F (configuration not stated)	1%	2%	13%	.	-8%	3%	-3%	-3	1%	3%	.
c1csc(C2Nc3ccccc3-c3nc4ccccc4n32)c1 (configuration not stated)	53%	15%	?	-13%	15%	?	?	6	11%	1%	1%
COc1ccc(CCNC(=O)CN2CCN(c3cccc(Cl)c3)CC2)cc1OC	-6%	-7%	?	4%	2%	-1%	-4%	4	-11%	1%	-36%
CC(C)(C)NC(=O)CSc1nnc(NC(=O)c2ccccc2Cl)s1	?	7%	?	6%	10%	17µM*	5%	-3	11%	2%	15%
COc1ccc(-c2csc(NC(=O)C3=NN(c4ccccc4)C(=O)CC3)n2)cc1	-33%	-11%	?	-4%	-1%	7.6µM*	10%	-4	-3%	8%	-3%
CCn1c(SCC(=O)Nc2nccs2)nnc1-c1ccc(S(=O)(=O)N2CCCCCC2)cc1	-54%	-15%	21µM*	5%	-3%	4%	0%	0	-8%	2%	-14%
COc1cc(NC(=O)c2cccc(F)c2)ccc1NC(=O)c1cc2ccccc2o1	-18%	6%	-10%	?	-4%	0%&-3%	-11%	0	-3%	1%	?
COc1ccc(N2C(=O)CC(Sc3nnnn3-c3ccc(F)cc3)C2=O)cc1 (configuration not stated)	-62%	-5%	8%	-15%[10 µM]	-15%	?	-10%	4	-11%	4%	11µM*
COc1ccccc1-n1c(C)nnc1SCC(=O)NCc1ccccc1	9%	-2%	0%	-26%	3%	-2%	7%	3	1%	-10%	?
O=C(NCc1ccccc1)c1c(Cl)nc(Cl)c(Cl)c1Cl	0%	-15%	?	20%	-38%[inhibitor]	0%	-15%	1	-29%	0%	-29%
Cc1cc(Nc2ccc(C(=O)N3CCCCC3)cc2)c2cccc(C)c2n1	8%	-1%	-2%	-2%	-2%	0%	3%	8	0%	-3%	14%
CCN(CC)S(=O)(=O)c1cc(NC(=O)c2cc(-c3ccccn3)nc3ccccc23)ccc1C	-35%	-17%	8.2µM*	-13%	-2%	-11%	-3%	-1	2%	-2%	-23%
Cn1cccc1Cc1nnc(SCC(=O)Nc2ccc(F)cc2)n1CCc1ccccc1	-13%	-5%	?	-5%	-2%	3%	4%	12	2%	5%	25%
CCOC(=O)c1ccc(NC(=O)CSc2nc3ncccc3[nH]2)cc1	32%	0%	29%	5%	1%	?	7%	-2	-6%	?	41%
O=C(COC(=O)/C=C/c1ccccc1)NC1CCS(=O)(=O)C1 (configuration not stated)	-28%	0%	3%	.	0%	.	3%	3	-1%	-8%	.
Cc1ccc(S(=O)(=O)c2c(C)nn(-c3ccccc3)c2OC(=O)c2ccco2)cc1	-34%	1%	-1%	-6%	-2%	1%	3%	-2	-2%	-2%	-1%[10 µM]
